yeast mec2-1: NCI yeast anticancer drug screen, S. cerevisiae mec2-1 strain; growth inhibition, % at 50 µM; hit rate 9% among 79,000;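 note: 0% = growth of vehicle-only cultures of the same strain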
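mec2-1 yeast strain, carrying an alteration in DNA damage repair or cell cycle control, was exposed to compounds; growth inhibition was measured relative to vehicle-treated controls.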
mlh1 rad18: NCI yeast anticancer drug screen, S. cerevisiae mlh1 rad18 strain | growth inhibition, % at 50 µM | hit rate 11% among 79,000 | AID 175;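 note: 0% = growth of vehicle-only cultures of the same strain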
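Yeast w/ defined DNA-repair lesions; compound exposure; growth vs vehicle controls → % inhibition.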
yeast rad50: NCI yeast anticancer drug screen, S. cerevisiae rad50 strain; % growth inhibition at 50 µM; hit rate 10% among 79,000;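 note: 0% = growth of vehicle-only cultures of the same strain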
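DNA repair mutant yeast, compound exposure, growth read-out; inhibition is taken relative to vehicle.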
yeast bub3: NCI yeast anticancer drug screen, S. cerevisiae bub3 mutant strain | % growth inhibition at 50 µM | hit rate 9.9% among 78,000 | AID 167;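 note: 0% = growth of vehicle-only cultures of the same strain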
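Mutant yeast screening strain plus compound; vehicle-treated cultures serve as the 0% inhibition reference.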
sgs1 mgt1: NCI yeast anticancer drug screen, S. cerevisiae sgs1 mgt1 strain. AID 161. hit rate 10% among 78,000. growth inhibition, % at 50 µM;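 note: 0% = growth of vehicle-only cultures of the same strain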
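This yeast growth screen uses a strain with defined DNA-repair lesions; compound-treated growth is compared with vehicle-treated growth.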
cln2 rad14: NCI yeast anticancer drug screen, S. cerevisiae cln2 rad14 strain; growth inhibition, % at 50 µM; hit rate 8.3% among 78,000; AID 165;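 note: 0% = growth of vehicle-only cultures of the same strain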
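Test compounds were added to cln2 rad14 yeast cultures; inhibition of growth was then determined by comparison with vehicle treatment.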
An asterisk follows results filed as active; . = not tested or not shown; & = joins results of further samples. Cut-off read from the data, not from the text of the source: active = growth inhibition above about 70%; inactive = the rest.

Each structure is followed by: yeast mec2-1, cln2 rad14, yeast bub3, sgs1 mgt1, yeast rad50, mlh1 rad18
- CCN(CC)c1nc(Cl)nc(C(N)=O)c1N
 : -8, -16, -1, -10, 5, -10
- CCc1c(Cl)c(C)cc(O)c1Cl
 : 85*, 77*, 93*, 86*, 91*, 90*
- Cc1ccc(S(=O)(=O)N/N=C2/C(=O)c3cccc4cccc2c34)cc1
 : 13, 30, 0, 56, 65, 25
- Cn1c(SCC(=O)O)nnc1C1CCC(=O)N1Cc1ccccc1 (centres undefined)
 : -5, -8, 9, 11, 5, 6
- O=C(Nc1cc2c(cc1OCc1ccccc1)N(S(=O)(=O)c1ccccc1)[C@@H]1c3ccccc3OC[C@H]21)c1ccccc1
 : 9, -5, 5, 1, -7, 7
- CCCCCCCCCCCCNCc1ccc(Cl)c(Cl)c1
 : 100*, 100*, 97*, 100*, 100*, 100*
- CC1C(=O)N(c2ccccc2)C(=O)C1C (centres undefined)
 : 5&2, 5&1, -4&-1, 2&-8, -13&-7, -6&4
- OCC1OC(c2scc3c(=S)nc[nH]c23)C(O)C1O (centres undefined)
 : -14, 20, 13, -9, -6, -11
- O=C(/C=C/c1ccc2c(c1)OCO2)c1ccc(Cl)cc1
 : -11, ., ., ., 11, -7
- CC1NC(=O)c2cc(=O)[nH]c(O)c21 (centres undefined)
 : -3, -17, 10, 2, -3, 5
- N#CC(/C(CCCC(=O)Nc1cccc([N+](=O)[O-])c1)=N/NC(=O)c1cc2ccccc2cc1O)c1ccccc1 (centres undefined)
 : 41, 9, 37, -17, 41, 38
- CCCSCCC(N)C(=O)O (centres undefined)
 : -16, -6, -3, 1, -33, -5
- COc1ccc(O)c(/C=N\Nc2ccccc2)c1
 : 99*, 99*, 99*, 99*, 99*, 99*
- O=C1NNC2(C(=O)N1)c1ccccc1-c1ccccc12
 : -20, 25, 2, 28, 8, 15
- COC(=O)C(O)c1ccccc1 (centres undefined)
 : 11, 24, 11, 6, 21, 20
- c1cc(Cc2ccsc2)cs1
 : 4, -7, -12, -4, -8, -11
- O=C(/C=C/c1ccsc1)c1cccs1
 : 20, 5, 15, 67, 47, 45
- COc1cc2ccnc([C@@H](OC(=O)c3ccccc3)c3ccc(OC)c(OC)c3OC)c2cc1OC
 : 9, 6, 0, 41, 10, 52
- CNC(=O)OCc1c2ccncc2c(C)c2c1[nH]c1ccccc12
 : 74*, 83*, -12, 52, 56, 83*
- CC(CCCSC(=N)N)SC(=N)N (centres undefined)
 : -4, 24, -2, 0, 5, 13
- O=C1CN(/N=C/c2ccc(-c3ccc(F)cc3)o2)C(=O)N1
 : 0, -27, 5, -21, 10, -3
- CC(=O)Nc1ccc(N=C2c3ccccc3-c3ccc(NC(C)=O)cc32)cc1
 : 77*, 43, 88*, 98*, 98*, 98*
- Cc1[nH]nc(C(=O)O)c1N
 : -21, -16, -13, -15, -18, -7
- CNc1nc2c(C)ccc3[nH]c(NC)nc3c-2n1
 : -25, 2, -41, -7, -22, -16
- Cc1nc(Nc2ccc(Cl)cc2)sc1C(=O)NNc1ccc([N+](=O)[O-])cc1[N+](=O)[O-]
 : 90*, 89*, 93*, 91*, 89*, 90*
- CC12CCC(C(Br)C1=O)C2(C)CS(=O)(=O)O (centres undefined)
 : -6, 0, 7, 21, 28, 15
- CCOC(=O)c1nc2c(n(O)c1=N)CCC/C2=N\O
 : -2, 14, 4, -9, 4, 5
- COC(=O)C1(CC(=O)c2ccc(C)cc2)NC(=S)NC(=O)C1C#N (centres undefined)
 : -5, -9, -35, -30, -5, -1
- O=Cc1[nH]c(=S)[nH]c(=O)c1CCCc1ccccc1
 : 78*, 82*, 85*, 98*, 96*, 98*
- Cc1cc[n+](CCC(N)=O)cc1
 : -31, 2, -17, -3, -11, -20

2 entries drawn at random from those above, as already listed:
Each structure is followed by: yeast mec2-1, cln2 rad14, yeast bub3, sgs1 mgt1, yeast rad50, mlh1 rad18
- O=C(/C=C/c1ccc2c(c1)OCO2)c1ccc(Cl)cc1
 : -11, ., ., ., 11, -7
- c1cc(Cc2ccsc2)cs1
 : 4, -7, -12, -4, -8, -11

Next part.
Each structure is followed by: yeast mec2-1, cln2 rad14, yeast bub3, sgs1 mgt1, yeast rad50, mlh1 rad18
- CC(C)NCC(O)COc1cccc2ccccc12 (centres undefined)
 : -32, 21, 15, 31, 19, 11
- O=C1C=CC(=O)c2c1ccc1c3ccccc3n(Cc3ccccc3)c21
 : 71*, 38, 76*, 59, 73*, 25
- ON(Cc1ccccc1)Cc1ccccc1
 : -27, 13, 10, 13, -4, -19
- CC(C)CCN(CC(C)C)C(=O)c1ccc([N+](=O)[O-])cc1 (tested in a mixture with another compound)
 : 1, -3, -6, 9, 16, 14
- O=C(c1ccc(Cl)cc1Cl)N1CCCCC1
 : -6, -1, 5, 2, 1, 0
- CC(C)(C)C(=O)OCc1ccccc1
 : 22, 15, -6, 21, -6, 7
- NC(=O)NC(=O)C1CCC(=O)N1S(=O)(=O)c1ccc(Cl)cc1 (centres undefined)
 : -12, 13, -4, -17, -11, -30
- CC12C(=O)NC(c3ccccc3)(c3ccccc31)C1C(=O)N(C(N)=O)C(=O)C12 (centres undefined)
 : 7, -3, -15, 26, 14, 4
- CCOc1c(/C=C\c2cc(/C=C/c3cccc(OC)c3OCC)c([N+](=O)[O-])cc2[N+](=O)[O-])cccc1OC
 : -14, -37, -4, 2, 16, 10
- COC1CC(OS(=O)(=O)c2ccc([N+](=O)[O-])cc2)C(OC(=O)c2ccccc2)C(C)O1 (centres undefined)
 : 18, 31, 0, 39, 44, 38
- O=c1ccc2ccc(-c3cnc(O)[nH]c3=O)oc-2c1
 : 2, 1, 2, 5, 26, 10
- O=C(O)c1ccc(Br)cc1
 : -6, -25, 10, 3, 5, 0
- CCC(=O)c1ccc(Br)cc1
 : -15, -14, -27, -19, -16, -13
- COc1ccc2[nH]c(=O)oc(=O)c2c1
 : 1, -34, -16, -8, 1, -3
- Cc1cc(N(CCC#N)CCC#N)ccc1/C=C1N=C(/C=C\c2ccccc2)N(c2ccc(Cl)cc2)C\1=O
 : 9, -1, 13, 47, 15, 22
- O=[N+]([O-])CCc1ccco1
 : 73*, 56, 95*, 47, 75*, 44
- CC(C)N(CCN1CCCCC1)c1ccccn1
 : 18, -76, 10, 7, -1, 15
- Cc1ccc(S(=O)(=O)/N=C/[N-][n+]2cccc(C)c2)cc1
 : 9, -15, 0, 4, 4, -4
- CCOC(=O)c1c[nH]c2cc(C(F)(F)F)ccc2c1=O
 : 0, 9, 70, 26, 52, 2
- C=CC1(c2ccc3ccccc3c2)OCC(CC)O1 (centres undefined)
 : 10, -22, -7, -2, -17, 18
- CCC[CH2][Sn]([CH2]CCC)([O]C(=O)C(OC(C)=O)c1ccccc1)[O]C(=O)C(OC(C)=O)c1ccccc1 (centres undefined)
 : 98*, 96*, 98*, 99*, 98*, 98*
- CCCCCCCCCCCCCCCC(=O)Nc1ccc(Cl)c(Cl)c1
 : 4, 8, -1, 1, 8, 13
- CCOC(=O)c1c(-c2ccc([N+](=O)[O-])cc2)cn(-c2ccc(OC)cc2)c1C
 : 7, 4, -1, 12, 13, 1
- S=C(NC1CCCCC1)N1CCC(CCCC2CCN(C(=S)NC3CCCCC3)CC2)CC1
 : -31, -1, -42, -44, -43, -46
- CCN(CC)CCNc1ccc(C)c2sc3ccc(N)cc3c(=O)c12
 : 18, 28, 0, 9, 30, 20
- C=CCNC(=S)NNc1nc(C)cc(=O)[nH]1
 : -28, 6, 6, 12, 30, 4
- CC(=O)NCCOC(=O)c1ccccc1
 : 5, -18, 4, 16, 35, 6
- N#C/C(=C\c1ccc(F)cc1)C(=O)O
 : 1, 4, 8, -8, 13, 18
- O=Cc1ccc2oc3ccccc3c2c1
 : -11, -37, 3, -6, 5, -3
- CSc1nc(N(C)C)c2[nH]ncc2n1
 : 0, -11, 20, -4, 5, 3

Each structure is followed by: yeast mec2-1, cln2 rad14, yeast bub3, sgs1 mgt1, yeast rad50, mlh1 rad18
- CC(C)CCCC(C)C1CCC2C3CC([N+](=O)[O-])=C4CC(O[N+](=O)[O-])CCC4(C)C3CCC12C (centres undefined)
 : 20, 24, 2, 37, 50, 20
- C=C(C)C(=O)N/C(N)=N\C(N)=O
 : -7, -9, 6, -6, -12, 5
- C/C(=N/NC(=S)Nc1ccccc1Cl)c1ccccn1
 : 50, 78*, 56, 81*, 70*, 77*
- CCOC(=O)C1=C(C)Oc2cc3c(cc2C1c1cc(OC)c(OC)c(OC)c1)OCO3 (centres undefined)
 : 29, 19, 56, 47, 55, 46
- CC(C)(Br)C(=O)/C=C/c1ccc(Cl)cc1
 : 100*, 100*, 99*, 100*, 100*, 99*
- CCCN=C(N)C(N)=NCCC (tested in a mixture with another compound)
 : 7&-4, 8&-21, 4&13, 26&9, 6&0, 10&7
- Nc1ccc(-c2cccc(-c3ccccc3)c2)cc1
 : 98*, 99*, 98*, 96*, 98*, 98*
- O=NNc1ccc(Oc2ccccc2)cn1
 : -14, -9, -20, -8, 15, -2
- CC(=O)NNc1nc(C)c(C(=O)/C=C/c2ccc(N(C)C)cc2)s1
 : -1, 16, 4, 13, 10, 1
- CC(NNC(=S)N1CCCC1)c1cccnn1 (centres undefined)
 : 92*, 91*, 91*, 89*, 89*, 85*
- O=C1c2ccccc2C2(O)c3cc4ccccc4cc3OC12O (centres undefined)
 : 52, 37, 44, 43, 52, 73*
- CC(=O)CC(=O)CCCC(=O)O
 : 2, -25, -7, -8, 7, 4
- Nc1ncc2c(n1)-c1ccccc1OC2NC1CC1 (centres undefined)
 : 12, -6, -36, -29, 2, -5
- CCN1CCN(c2nc3ccccc3c3c2CCOc2ccccc2-3)CC1
 : -17, 19, 0, -16, -12, 6
- CCC(=O)Oc1ccc(/C=N/NC(N)=S)nc1
 : 87*, 4, 17, 39, 22, 26
- O=C(O)c1cc(Cl)ccc1[N+](=O)[O-]
 : -11, 8, 2, 6, 19, 11
- C=C1C(=O)O[C@@H]2C[C@@]3(C)CCC[C@H](C)C3=C[C@H]12 (tested in a mixture with another compound)
 : 93*, 90*, 91*, 92*, 92*, 92*
- COC(=O)Nc1cn2cc(C(=O)c3cccs3)ccc2n1
 : -22, -10, -42, -10, -2, -53
- C=C(CCCC(C)OC(=O)NC(C)c1cccc2ccccc12)[Si](C)(C)C (centres undefined)
 : -20, -7, 8, -20, -42, -26
- O=C(Nc1ccc(Cl)cc1)c1ccc(Cl)cc1Cl
 : 11, -39, 14, -2, -12, 0
- O=C(CCC/C(CC(=O)c1ccc(Br)cc1)=N\O)Nc1ccccc1
 : 26, 20, 29, 18, 53, 26
- CCCCC(=O)CCCCCCCCC(=O)CCCC
 : -9, -31, -4, -20, 1, -20
- CC(=O)/C=C/c1c(C)n(C)c2ccccc12
 : 13, 2, 3, 14, 8, 11
- COC(=O)/C(=N\NC(N)=S)C(C(=O)OC)C(=O)C(=O)Nc1ccc(C)cc1 (centres undefined)
 : -20, 9, -7, 9, -9, -1
- O=C(/C=C/c1cccs1)c1ccc(Cl)s1
 : -33, -7, -6, -3, -18, 0
- CCCCCCCCn1nnnc1C(F)(F)F
 : 8, -15, 1, 7, -3, 0
- CC(C)N1C(=O)NC2C1NC(=O)N2C(C)C (centres undefined) (tested in a mixture with another compound)
 : -5, 22, -13, -1, -15, -3
- COc1ccc(C(=O)/C=C/c2ccncc2)cc1OC
 : 38, 6, 32, 52, 42, 37
- CN(C)Cc1cc(Cl)c(O)c(CN(C)C)c1
 : -43, 24, -31, -38, -18, 15
- O=C1c2ccccc2C(=O)N1c1ccc(Cc2ccc(N3C(=O)c4ccccc4C3=O)cc2)cc1
 : 10, 43, 0, -3, -12, 15

Record cards, as listed above. Screens in order: yeast mec2-1 | cln2 rad14 | yeast bub3 | sgs1 mgt1 | yeast rad50 | mlh1 rad18
`C=CC1(c2ccc3ccccc3c2)OCC(CC)O1` (centres undefined) is entered as 10 | -22 | -7 | -2 | -17 | 18
`CCCCCCCCn1nnnc1C(F)(F)F` is entered as 8 | -15 | 1 | 7 | -3 | 0
`COc1ccc(C(=O)/C=C/c2ccncc2)cc1OC` is entered as 38 | 6 | 32 | 52 | 42 | 37
`O=c1ccc2ccc(-c3cnc(O)[nH]c3=O)oc-2c1` is entered as 2 | 1 | 2 | 5 | 26 | 10
`CNc1nc2c(C)ccc3[nH]c(NC)nc3c-2n1` is entered as -25 | 2 | -41 | -7 | -22 | -16

More entries follow.
Each structure is followed by: yeast mec2-1, cln2 rad14, yeast bub3, sgs1 mgt1, yeast rad50, mlh1 rad18
- Cn1c2ccccc2c(=O)c2cc(NC(=O)/C=C/C(=O)Nc3ccc4c(c3)c(=O)c3ccccc3n4C)ccc21
 : 1, -15, -4, -3, -3, 6
- CCOC(=O)N1CCC2C(=C(C)C(C)C3=C2C(=O)c2ccccc2C3=O)C1 (centres undefined)
 : -4, 17, 62, -9, -12, 7
- CC(C)=CCNc1ncnc2c1ncn2CCC#N
 : -7, 5, -36, -17, -24, -21
- COc1ccccc1C(=O)c1ccccc1
 : -7, -15, -20, -3, -27, -11
- Nc1cc(NC(=O)CO)cc(C(=O)O)c1
 : -1, 0, 4, -1, 14, 7
- CC1OC2CC(=O)OC2C2=C1C(=O)c1c(O)cccc1C2=O (centres undefined)
 : 93*, 91*, 91*, 93*, 92*, 92*
